HIV peptide binding = inhibitors of HIV fusion peptide binding, primary screen, biochemical, uHTS, fluorescence dequenching (AID 1986); cell-free peptide binding, fluorescence dequenching, 30 min; higher % means a stronger effect; inhibition, % at 20 µM; hits with a dose series show IC50 in µM; actives 0.3% (n = 290,000); in the data active means inhibition mostly above about 52%, no sharp cut-off; inactive means mostly below about 76%; further: some results filed as inactive read as strong as hits
GPR35 arrestin U2OS = inhibition of zaprinast-stimulated GPR35 beta-arrestin translocation – imaging, U2OS, beta-arrestin-GFP, zaprinast agonist, primary screen (AID 2058) | U2OS GPR35 beta-arrestin-GFP translocation imaging, zaprinast antagonism; higher % means a stronger effect | one-dose inhibition, % at 10 µM; IC50 in µM for titrated hits | actives 0.052% (n = 290,000);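 active means inhibition of at least 50% with at least 30 cells and total cytoplasm GFP at most 10,000,000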
SIAH1 antagonists = blockers of Siah-1 interaction with plectin peptide – biochemical, fluorescence polarization, rhodamine-plectin, uHTS, primary screen (AID 1817); displacement, % at 20 µM, or IC50 in µM where a hit was titrated; Siah-1 / rhodamine-plectin peptide fluorescence polarization; higher % means a stronger effect; actives 0.02% (n = 290,000);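 active means displacement of at least 50% at 20 µM, with a fluorescence ratio check between 0.3 and a set limit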;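 further: plate controls were Siah plus tracer with DMSO for no effect and tracer alone without Siah for full effect; strong numbers were not always called active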
NS5 inhibitors = Dengue-2 NS5 methyltransferase inhibitors, primary screen, biochemical, confirmation dose response (AID 588689); Dengue-2 NS5 methyltransferase capping enzyme assay, biochemical; higher % means a stronger effect; one-dose inhibition, % at 25 µM; IC50 in µM for titrated hits; actives 0.3% (n = 340,000); in the data active means a potency from the dose series
GPR55 activation = selective activators of receptor GPR55 – imaging, U2OS cells, beta-arrestin-GFP redistribution, primary screen (AID 1961) | actives 0.048% (n = 290,000) | U2OS GPR55 beta-arrestin-GFP redistribution imaging; higher % means a stronger effect | activation, % at 10 µM, or EC50 in µM where a hit was titrated;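 active means activation above 40% with more than 50 cells counted in the well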;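 further: U2OS osteosarcoma cells stably expressing GPR55 and beta-arrestin-GFP; plate controls were DMSO negative control for no effect and LPI positive control for full effect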
AID2073 = disruptors of CaV2.2 binding to Mint1 – biochemical, HTRF (AID 2073); actives 0.19% (n = 290,000); HTRF protein-protein interaction, Mint1-CaV2.2; higher % means a stronger effect; inhibition, % at 20 µM; hits with a dose series show IC50 in µM; in the data active means inhibition mostly above about 51%, no sharp cut-off; further: some results filed as inactive read as strong as hits
NTR1 agonist = NTR1-driven beta-arrestin-GFP spot formation – imaging, U2OS cells, high content, primary screen (AID 493036); P30989; agonist mode; activation, % at 20 µM; actives 0.17% (n = 330,000);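 active means activation at or above 40% of the spot to cytoplasm intensity ratio, with at least 20 cells analyzed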;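 further: 0% = DMSO without peptide and 100% = 100 nM NTR1 peptide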
Target sequence (P30989 whole entry, looked up): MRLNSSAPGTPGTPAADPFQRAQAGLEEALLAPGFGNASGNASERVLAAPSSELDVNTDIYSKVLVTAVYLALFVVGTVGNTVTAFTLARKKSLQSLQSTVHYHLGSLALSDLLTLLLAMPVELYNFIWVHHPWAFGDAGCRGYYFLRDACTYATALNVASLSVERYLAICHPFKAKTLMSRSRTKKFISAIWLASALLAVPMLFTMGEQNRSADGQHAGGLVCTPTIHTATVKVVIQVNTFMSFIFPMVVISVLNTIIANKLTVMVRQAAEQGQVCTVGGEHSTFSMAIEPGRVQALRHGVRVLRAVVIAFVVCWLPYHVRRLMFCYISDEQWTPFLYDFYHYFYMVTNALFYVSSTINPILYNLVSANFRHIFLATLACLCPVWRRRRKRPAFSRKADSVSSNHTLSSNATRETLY
GPR55 antagonists = GPR55 antagonists blocking LPI-driven arrestin recruitment, primary screen, imaging, U2OS, beta-arrestin-GFP, LPI agonist (AID 2013) | U2OS GPR55 beta-arrestin-GFP translocation imaging, LPI antagonism; higher % means a stronger effect | actives 0.13% (n = 290,000) | inhibition, % at 10 µM; hits with a dose series show IC50 in µM;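 active means spots per cell inhibited over 60%, with over 100 cells counted and total cytoplasm intensity under 500,000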;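 further: U2OS cells stably carrying GPR55 and arrestin-GFP stimulated by 5 µM LPI near EC80; imaged beta-arrestin-GFP aggregate spots per cell after agonist stimulation; plate controls were LPI-stimulated DMSO wells for no effect and DMSO wells without LPI for full effect; some results filed as inactive read as strong as hits; confirmed hits need IC50 under 10 µM and bright autofluorescent wells are also inconclusive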
UTI89 phage lysis = inhibition of K1F phage lysis, E. coli UTI89, bacterial capsule biogenesis inhibitors, alamar blue (AID 488966); E. coli UTI89 K1F phage lysis, alamar blue, 2 h; higher % means a stronger effect; inhibition, % at 100 µM; hits with a dose series show IC50 in µM; actives 0.02% (n = 340,000);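 active means phage lysis inhibition, versus mean bacterial control, above a set limit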;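 further: capsule biogenesis inhibitors block K1F phage lysis so surviving cells raise fluorescence; higher fluorescence means more inhibition of phage lysis; actives were called in the ten point dose series up to 300 µM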
NTR1 agonist cell count 20 µM = second read-out of NTR1 agonist, no call of its own (marks repeat the call); cell count; measured here: cell count, cytotoxicity flag
Active calls of the source: *; . = no result given; [ ] = dose if it differs, or a comment.

Results follow in this order: HIV peptide binding | GPR35 arrestin U2OS | SIAH1 antagonists | NS5 inhibitors | GPR55 activation | AID2073 | NTR1 agonist | NTR1 agonist cell count 20 µM | GPR55 antagonists | UTI89 phage lysis
- CCOC(=O)c1c(C)[nH]c(C(=O)OCc2ccccc2F)c1C
  0.1% | 0% | -3% | 7% | -0.2% | 6% | 1.9 | 64 | 9% | 0.1%
- COc1ccc(-c2cc(C(=O)Nc3c(C)n(C)n(-c4ccccc4)c3=O)c3ccccc3n2)c(OC)c1
  -0.5% | -10% | 10% | 7% | -0.2% | 0% | 2.8 | 60 | 9% | 3.0%
- CSc1ccc(CCNC(=O)C2CCCN(S(=O)(=O)N3CCOCC3)C2)cc1 (stereo unspecified)
  1.2% | -11% | -2% | 3% | -0.2% | 7% | -1.0 | 58 | -12% | 0.2%
- O=C(COC(=O)c1ccccc1NCc1ccco1)Nc1ccc2c(c1)OCO2
  3.8% | -3% | -2% | -3% | -0.1% | 8% | 6.1 | 66 | 6% | 0.4%
- COCCn1c(SCC(=O)Nc2ccc3[nH]c(=O)[nH]c3c2)nc2ccccc2c1=O
  -0.5% | 10% | -4% | -6% | 0.0% | -1% | -1.2 | 55 | -12% | -1.6%[50 µM]
- COc1ccc(-c2csc(-c3[nH]cnc3N)n2)cc1
  -0.5% | -13% | -15% | -21% | 0.4% | 21% | 0.6 | 43 | -11% | -0.4%
- COc1ccc(N(C)C(=O)Nc2ccc3c(c2)nnn3C)cc1
  2.0% | -3% | -4% | -1% | -0.1% | -2% | 0.0 | 37 | 19% | 0.4%
- CCCn1c(N)c(C(=O)CSc2ncc(C(F)(F)F)cc2Cl)c(=O)[nH]c1=O
  1.6% | -4% | 1% | 1% | 0.0% | 2% | 6.3 | 69 | -2% | 5.7%
- COC(=O)c1ccccc1NC(=O)CSc1nc(NC(=O)c2ccccc2)c2c(C)c(C)oc2n1
  0.8% | 5% | 0% | -3% | 0.2% | 16% | 2.8 | 54 | -3% | 0.5%
- CC(C)CNC(=O)[C@H](Cc1ccccc1)NC(=O)c1ccco1
  -1.7% | 1% | -5% | -5% | 0.0% | -3% | 1.4 | 66 | -1% | 1.8%

Given as labelled records: part of the list above
> COC(=O)c1ccccc1NC(=O)CSc1nc(NC(=O)c2ccccc2)c2c(C)c(C)oc2n1
  HIV peptide binding: 0.8%
  GPR35 arrestin U2OS: 5%
  SIAH1 antagonists: 0%
  NS5 inhibitors: -3%
  GPR55 activation: 0.2%
  AID2073: 16%
  NTR1 agonist: 2.8
  NTR1 agonist cell count 20 µM: 54
  GPR55 antagonists: -3%
  UTI89 phage lysis: 0.5%

> COc1ccc(-c2cc(C(=O)Nc3c(C)n(C)n(-c4ccccc4)c3=O)c3ccccc3n2)c(OC)c1
  HIV peptide binding: -0.5%
  GPR35 arrestin U2OS: -10%
  SIAH1 antagonists: 10%
  NS5 inhibitors: 7%
  GPR55 activation: -0.2%
  AID2073: 0%
  NTR1 agonist: 2.8
  NTR1 agonist cell count 20 µM: 60
  GPR55 antagonists: 9%
  UTI89 phage lysis: 3.0%

(next part)
Results follow in this order: HIV peptide binding | GPR35 arrestin U2OS | SIAH1 antagonists | NS5 inhibitors | GPR55 activation | AID2073 | NTR1 agonist | NTR1 agonist cell count 20 µM | GPR55 antagonists | UTI89 phage lysis
- CCc1ccc2oc(=O)cc(CN3CCN(CCO)CC3)c2c1
  -0.2% | 5% | -1% | 2% | 0.4% | -7% | -1.1 | 69 | 8% | 0.4%
- CCOc1cc(/C=C(\C#N)C(=O)Nc2cccc(C(=O)O)c2)ccc1OCc1ccc(Br)cc1
  65% | -3% | 27% | 1% | -0.2% | 44µM* | 2.8 | 46 | -16% | -1.1%
- COc1ccc(NC(=O)c2cnc3sccn3c2=O)cc1
  2.5% | 0% | 4% | 2% | 0.0% | 6% | 2.1 | 94 | 3% | 3.1%
- CCC(=O)Nc1nnc(Cc2ccccc2)s1
  -2.7% | -4% | -2% | 2% | -0.1% | -2% | 0.7 | 62 | 0% | 1.7%
- Cc1nc(CC(=O)Nc2nccs2)cs1
  -2.2% | 8% | 2% | -3% | 0.3% | 13% | 0.4 | 97 | -5% | 0.5%
- Brc1ccc(-c2nc(-c3ccccn3)no2)o1
  -0.6% | -7% | 3% | 3% | 0.2% | 3% | 0.0 | 38 | 7% | 0.5%
- Cc1ccccc1NC(=O)c1ccc(F)c(S(=O)(=O)N2CCCCC2)c1
  -0.6% | -10% | 4% | 1% | -0.3% | -3% | 0.9 | 45 | -2% | -0.2%
- COc1cccc(CNCCc2c[nH]c3ccccc23)c1OCc1ccccc1
  -2.5% | -9% | -6% | -3% | -0.1% | 2% | 10 | 64 | 57% | 3.6%
- O=S(=O)(c1ccccc1F)N1CCC(Oc2ccc(-n3cnnn3)cc2)CC1
  -1.3% | 13% | -2% | -5% | 0.3% | 10% | 1.2 | 63 | 6% | -0.2%
- CNC(=S)Nc1ccccc1-c1ccccc1
  2.6% | -19% | 0% | -6% | -0.1% | -11% | 0.6 | 50 | -8% | 0.1%
- Cc1cc(C(=O)N/N=C/c2ccc3c(c2)OCO3)c(C)n1-c1ccc(F)cc1
  0.0% | -8% | 6% | -12% | 0.5% | 35% | 1.5 | 38 | -1% | -1.2%
- CCOc1ccc(C(=O)Nc2nnc(S(=O)(=O)Nc3ccccc3C)s2)cc1
  1.7% | 5% | 12% | 1% | 0.0% | 13% | 1.2 | 88 | -12% | 2.2%
- O=S1(=O)CCOCCCN1Cc1ccc(Cl)cc1
  -0.1% | 8% | 2% | -2% | -0.3% | 3% | 0.3 | 82 | 2% | 0.4%
- CCOC(=O)c1cnc(SCc2ccccc2)nc1N
  -0.5% | 15% | 3% | -6% | -0.1% | -3% | 1.3 | 46 | -21% | 0.2%
- CC1CCC2C(=O)N(c3cccc(C(=O)Nc4ccccc4Cl)c3)C(=O)C2C1 (stereo unspecified)
  -0.4% | -5% | 5% | -9% | -0.1% | 9% | 0.4 | 70 | 4% | -0.1%
- O=C(CSc1n[nH]c(-c2ccncc2)n1)Nc1ccc(F)cc1
  -1.5% | -8% | 1% | -6% | -0.2% | -2% | -1.8 | 50 | 11% | 0.5%
- O=C(NCc1ccco1)c1ccc(COCC(F)(F)F)cc1
  0.9% | -11% | -2% | 0% | 0.3% | -3% | -1.8 | 69 | -18% | 0.2%
- COc1ccc(C2(C(=O)NCC3CCCO3)CCOCC2)cc1 (stereo unspecified)
  0.4% | 16% | 5% | -6% | -0.2% | -3% | 0.7 | 80 | 3% | 2.3%
- COc1cc(OC)cc(OCC(O)Cn2cnc3cc(C)c(C)cc32)c1 (stereo unspecified)
  0.6% | -8% | 4% | -3% | -0.1% | -8% | -1.3 | 50 | 8% | -0.5%
- Cc1ccc(S(=O)(=O)NCCN2CCOCC2)s1
  2.5% | -4% | 1% | -1% | -0.1% | 10% | -1.5 | 66 | 14% | 0.3%

Next compounds follow.
SMILES	HIV peptide binding	GPR35 arrestin U2OS	SIAH1 antagonists	NS5 inhibitors	GPR55 activation	AID2073	NTR1 agonist	NTR1 agonist cell count 20 µM	GPR55 antagonists	UTI89 phage lysis
CCn1nnc(NC(=O)c2cc(Cl)c(OC)c(Cl)c2)n1	-1.5%	5%	-1%	-7%	-0.1%	-7%	-1.3	66	-1%	1.6%
Cc1ccc(NC(=O)/C(=C/C=C/c2ccccc2)NC(=O)c2ccccc2)cc1	-1.4%	-7%	-2%	-7%	-0.1%	12%	0.6	39	11%	3.1%
O=C(c1cccc([N+](=O)[O-])c1)N1CCN(Cc2ccccc2)CC1	-1.8%	6%	-2%	-1%	0.0%	12%	1.1	75	4%	0.0%
O=C1C2C3C=CC(C3)C2C(=O)N1c1ccc(N2CCN(c3ccccn3)CC2)c([N+](=O)[O-])c1 (stereo unspecified)	-2.3%	-9%	-1%	-1%	4.4%	45%	-0.8	53	-9%	-0.3%
CC1CCCN(C(=O)Cn2nnc(-c3ccc(F)cc3)n2)C1 (stereo unspecified)	0.5%	11%	-4%	4%	-0.1%	11%	-0.6	47	-2%	-0.1%
O=C(/C=C/c1cn(CC(O)CN2CCCCC2)c2ccccc12)c1cccs1 (stereo unspecified)	3.1%	18%	-8%	-29%	-0.2%	2%	.	.	8%	3.9%
COC(=O)c1sccc1NC(=S)Nc1ccccc1	1.8%	-8%	5%	-4%	0.4%	-19%	0.1	74	2%	0.4%[50 µM]
O=C(COC(=O)c1ccc2ccccc2c1)Nc1ncc(C(F)(F)F)cc1Cl	-0.2%	-6%	0%	-14%	-0.1%	1%	0.6	46	1%	0.2%
Cc1ccc(C(=O)Nc2ccc(CN3CCS(=O)(=O)CC3)cc2)cc1C	-0.1%	57%	-2%	4%	0.3%	4%	0.4	42	-16%	-0.1%
O=C(Nc1nnc(CCc2ccccc2)s1)c1ccco1	-3.1%	7%	-4%	1%	-0.1%	7%	1.4	50	1%	0.3%
COC(=O)CCC(NC(=O)c1cc(-c2ccc3c(c2)OCCO3)oc1C)C(=O)OC (stereo unspecified)	1.8%	-2%	5%	-7%	-0.1%	62%*	-2.2	80	14%	0.3%
O=C(CSc1ccccc1C(=O)O)c1ccc([N+](=O)[O-])cc1	3.3%	-8%	-2%	21%	-0.2%	20%	-0.5	86	-5%	-0.2%
COc1ccc(CCN2C(=O)CC(N3CCN(C/C=C/c4ccccc4)CC3)C2=O)cc1OC (stereo unspecified)	-0.9%	10%	-4%	4%	-0.1%	2%	-0.6	42	-25%	-0.4%
COc1ccc(C(=O)Nc2nnc(SCC(=O)NCc3ccco3)s2)cc1OC	1.4%	9%	-3%	-16%	-0.1%	12%	1.9	54	-4%	1.1%
CCOc1ccc(C(=O)NC2CC3CCCC(C2)N3CC(C)C)cc1 (stereo unspecified)	-0.5%	-2%	11%	-3%	-0.3%	7%	1.7	34	-2%	-0.6%
O=C1c2ccccc2C(Nc2ccc(F)cc2F)N1CCN1CCOCC1 (stereo unspecified)	0.2%	9%	-2%	-2%	-0.1%	1%	-0.4	68	1%	-0.6%
CCCOc1ccc(S(=O)(=O)NCCCN2CCOCC2)c2ccccc12	-1.8%	12%	-4%	1%	-0.2%	-4%	0.1	72	5%	0.1%
C/C(CCC1CC(C)OC1=O)=N/Nc1nc(-c2ccccc2)cs1 (stereo unspecified)	2.0%	7%	0%	-4%	-0.4%	4%	1.9	76	12%	-1.6%[50 µM]
O=C(NC(NNc1ccc([N+](=O)[O-])cc1)(C(F)(F)F)C(F)(F)F)c1ccc(Cl)cc1	1.9%	2%	3%	0%	-0.1%	3%	-1.3	83	1%	0.2%
CCc1ccc(NC(=O)CSc2nnc(-c3cnccn3)n2Cc2ccco2)cc1	2.2%	-1%	-5%	-1%	-0.1%	18%	4.5	81	5%	-0.2%

Bioassay records as filed in PubChem.
